Screens as filed in PubChem.
MT1-MMP act inh – blocks activation of human MT1-MMP. P50281. HT1080 RFP-PRO-GFP cells, GFP/RFP ratio fluorescence, overnight; percent of plate control window, DMSO zero. GFP/RFP ratio change, % at 20 µM. 360,000 tested, 0.061% active;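 active means GFP/RFP ratio change of at least 30% with cell ATP level not reduced by more than half and red fluorescence within 50% of control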; further: strong numbers were not always called active
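Assay system: RFP-PRO-GFP reporter HT1080 cells; read-out basis: GFP/RFP fluorescence ratio; benchmarks: DMSO wells and RFP-L50D-GFP cells; doses: 20 µM single dose, 1% DMSO; schedule: overnight cell settling, then overnight compound exposure, 37 °C, 5% CO2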
FAS-TE inh – blocks the thioesterase domain of human fatty acid synthase; P49327; recombinant FAS-TE, OMFH fluorogenic substrate, fluorescence endpoint; inhibition, % at 15 µM; 360,000 tested, 0.67% active;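 active means compounds whose normalised, plate-corrected inhibition of enzyme fluorescence in the single-dose primary screen is 50% or more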;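 further: 0% = DMSO with enzyme and 100% = substrate without enzyme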
SKN-1 block – C. elegans SKN-1 inhibition; 360,000 tested, 0.49% active; inhibition, % at 21.8 µM; C. elegans VP596 Pgst-4::GFP/RFP ratio, acrylamide-induced, 24 h;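 active means interference check ratio from 0.5 to 1.5 plus GFP to RFP signal ratio inhibition reaching or exceeding a fixed threshold, cut at about 30% in these data, passing the limit was not always enough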; further: some compounds called inactive have numbers as strong as hits
E coli Lon inh – inhibitors of E. coli Lon protease; P0A9M0; purified E. coli Lon protease, fluorescence polarization; inhibition, % at 7.94 µM; 360,000 tested, 0.42% active; AID 602123; in the data active means inhibition above about 13%, passing the limit was not always enough;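 further: 0% = enzyme with probe and DMSO and 100% = no enzyme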
TbMetRS inhib – blocks T. brucei methionyl-tRNA synthetase activity; purified T. brucei MetRS, ATP depletion, Kinase-Glo luminescence; 360,000 tested, 0.4% active; inhibition, % at 11.9 µM;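 active means inhibition above a per-plate cutoff of the control wells' mean inhibition plus 3 SD, cut at about 5.5% in these data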;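 further: 0% = DMSO wells median and 100% = median of wells with control inhibitor compound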
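Material: parasite MetRS enzyme / Replication: singlicate, one well per compound / Signal: luminescence of leftover ATP / Schedule: 2 h aminoacylation at 25 °C after 15 min preincubation / Medium: HEPES-MgCl2-KCl buffer plus DTT, spermine, BSA, pyrophosphatase / Doses: 11.9 µM single point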
NRP1-CendR mod – NRP-1/CendR interaction modulation | O14786 | FAM-RPARPAR peptide binding to NRP-1, fluorescence polarization | inhibition, % at 25 µM | 360,000 tested, 0.85% active;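 active means inhibition or corrected inhibition above about 18%, plus a signal ratio from 0.5 to 1.5, limit read from the data, passing the limit was not always enough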; further: strong numbers were not always called active
MsrA act – bovine methionine sulfoxide reductase A activation | purified bovine MsrA, absorbance read-out | activation, % at 10.6 µM | 360,000 tested, 0.3% active; in the data active means activation above about 7.5%;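 further: 0% = vehicle and 100% = reference activator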
MsrA inh – inhibits bovine methionine sulfoxide reductase A | purified bovine MsrA, absorbance read-out | inhibition, % at 15.5 µM | 360,000 tested, 0.75% active; in the data active means inhibition above about 4.5%;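 further: 0% = vehicle wells with enzyme and 100% = reference inhibitor wells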
PABP1 MLLE inh – inhibitors of microRNA-mediated deadenylation, human PABP1 MLLE binding; 360,000 tested, 0.36% active; inhibition, % at 20 µM; P11940; AID 588489; GST-MLLE / FITC-PAM2 fluorescence polarization; in the data active means inhibition above about 35%, passing the limit was not always enough;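 further: plate controls were DMSO wells with GST-MLLE for no effect and wells lacking GST-MLLE protein for full effect; some results filed as inactive read as strong as hits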
The depositor's hits bear a star; nt = not tested or not shown.

structure	MsrA act	TbMetRS inhib	FAS-TE inh	NRP1-CendR mod	E coli Lon inh	MsrA inh	MT1-MMP act inh	SKN-1 block	PABP1 MLLE inh
COc1ccc(C(=O)N(c2ccccc2)c2nccc3ccccc23)cc1OC	-4	-0.5	-6	-13	-3	0.3	-1	-17	-4
Fc1ccc(-c2ccc(-c3nn4c(-c5ccco5)nnc4s3)o2)cc1	-4	-0.2	33	-16	-13	-0.2	-8	9	-10
Cn1c(=O)c(C(=O)CN2CCCCC2)c(N)n(Cc2ccccc2)c1=O	0	0.7	-4	7	-5	0.8	-1	7	-4
COc1ccc(N2CC(C(=O)OCC(=O)c3ccc(C)cc3)CC2=O)cc1 (stereo not drawn)	-10	-0.9	-4	9	-5	-1.5	6	-10	-4
COc1ccc(-c2cc(=O)oc3cc(O)ccc23)cc1	-8	-1.4	-3	1	4	1.5	-19	-2	1
COc1ccc(N2C(=O)C(Cl)=C(Oc3cccc(OC)c3)C2=O)cc1	-4	-0.8	52*	16	-1	nt	4	3	19
COC(=O)c1cccc(NC(=O)c2cccnc2)c1	-8	0.2	-9	-16	-1	1.1	0	-3	-20
COc1ccccc1-c1noc(CCCC(=O)Nc2ccc(C(N)=O)cc2)n1	-3	-0.6	-6	6	-3	-1.2	2	-8	-2
O=C(NC(=S)Nc1ccc(Cl)c(C(=O)O)c1)c1cncc(Br)c1	-3	-1.2	-8	-3	2	-1.5	-1	0	34
COc1ccc(OC)c(NC(=O)C2(C)CCN2C(=O)C2(c3ccccc3)CCCC2)c1 (stereo not drawn)	-8	0.6	14	0	12	0.0	-7	-6	-5
O=Nc1c(-c2cccc([N+](=O)[O-])c2)nc2ncccn12	-2	-0.5	10	5	-1	-0.5	0	6	1
CCN1C(=O)[C@@H]2[C@@H](c3ccc(-c4ccc(F)cc4)cc3)N3CCCC[C@@]3(C(=O)OC)[C@@H]2C1=O	-2	-0.3	29	5	-17	0.2	1	16	2
O=C(O)CN=C(NS(=O)(=O)c1ccc(Cl)cc1)c1ccccc1	-10	-0.7	-4	1	-7	0.4	-7	-8	-1
Cc1cc(NC(=O)CSCC(=O)N2CCN(c3cccc(C)c3C)CC2)no1	-5	0.2	-3	-8	-4	0.4	0	2	12
CCOC(=O)Cc1csc(NC(=O)Cc2cccs2)n1	-8	-0.7	-7	-4	3	0.6	0	-12	6
COc1cc2nc(CN(C)Cc3ccc(C(C)(C)C)cc3)[nH]c(=O)c2cc1OC	2	-0.2	4	6	2	-0.9	4	-12	-9
Cc1cc(=O)oc2cc(OCC3CC(c4ccc(Br)cc4)=NO3)ccc12 (stereo not drawn)	-1	-0.1	31	-4	4	-0.1	-2	5	-15
COc1ccc(-c2cc(=O)oc3c(C)c(O)ccc23)cc1	-4	-0.4	3	8	-17	12*	-27	14	-6
O=C1CCCC2(O)C1C(c1cccc(Br)c1)NC(=O)N2Cc1ccccc1 (stereo not drawn)	-4	-0.6	-8	-4	-11	3.1	4	7	-5
CCC(C)(C)NC(=O)C(c1cccn1C)N(Cc1ccc(OC)cc1)C(=O)Cn1nnc2ccccc21 (stereo not drawn)	-2	0.1	-11	-4	-4	-0.3	-10	-13	11
O=S1(=O)CC(O)C(N(CCO)C(=S)Nc2ccccc2)C1 (stereo not drawn)	-1	-0.3	-6	-18	1	0.3	1	-5	19
O=S(=O)(c1ccccc1)C1Cc2ccccc2C1Cl (stereo not drawn)	-2	-0.1	3	8	1	1.0	1	-4	2
COc1cc(NC(=S)NC(C)(C)C)c(OC)cc1Cl	0	0.2	0	-1	4	-1.0	0	2	30
CSc1ccc(NC(=O)Nc2cccn(Cc3ccccc3F)c2=O)cc1	-2	0.0	21	7	10	1.8	-23	-3	7

In a second layout: entries from further up.
Values in the order – MsrA act | TbMetRS inhib | FAS-TE inh | NRP1-CendR mod | E coli Lon inh | MsrA inh | MT1-MMP act inh | SKN-1 block | PABP1 MLLE inh
CSc1ccc(NC(=O)Nc2cccn(Cc3ccccc3F)c2=O)cc1
  -2 | 0.0 | 21 | 7 | 10 | 1.8 | -23 | -3 | 7
Cc1cc(=O)oc2cc(OCC3CC(c4ccc(Br)cc4)=NO3)ccc12 (stereo not drawn)
  -1 | -0.1 | 31 | -4 | 4 | -0.1 | -2 | 5 | -15

Other entries:
structure	MsrA act	TbMetRS inhib	FAS-TE inh	NRP1-CendR mod	E coli Lon inh	MsrA inh	MT1-MMP act inh	SKN-1 block	PABP1 MLLE inh
Cc1cc(=O)oc2cc(OCC(=O)N3CCN(c4ccccc4)CC3)c(Cl)cc12	-3	0.4	26	1	-7	0.9	6	6	-3
CC(C)(C)c1nnc(NC(=O)c2cc(-c3ccccc3)nc3ccccc23)s1	-1	-0.5	13	4	-1	1.3	-3	10	29
COc1ccc(-c2noc(CCCC(=O)N3CCN(c4cc(C)ccc4C)CC3)n2)cc1	-1	0.6	25	1	-3	-1.0	0	-9	8
COC(c1ccccc1)(c1ccccc1)C(Oc1nccc(C)n1)C(=O)O (stereo not drawn)	-3	0.2	-5	-6	-9	-0.2	-3	13	2
CC(=O)Nc1ccc(S(=O)(=O)N2CCC(C(N)=O)(N3CCCCC3)CC2)cc1	-9	-0.1	-3	1	0	-1.1	2	-7	5
CCCC(=O)Nc1ccc(Cl)c(NC(=O)C(C)(C)C)c1	-4	-1.2	-9	0	-11	-0.5	2	-1	-9
CC[C@@H](C)[C@H](CN[C@H](CNC)C(C)C)NC[C@@H](C)c1ccc(CC(C)C)cc1	5	-0.3	-14	7	-2	-0.2	1	2	-10
COc1ccc(CNC(=O)Cn2cnc3c(NCc4ccccc4)ncnc32)cc1	0	1.1	-9	-7	1	-0.9	-2	13	16
CCOC(=O)C(Cc1c(F)cccc1Cl)c1ccnc2nc(N)nn12 (stereo not drawn)	-7	-1.0	-10	-9	11	0.3	-5	0	9
Cc1cccc(OC(=O)NCCOC(=O)N(O)c2ccc(Cl)cc2)c1	-19	-1.5	-45	2	-1	-1.2	5	-7	11
COc1cc(CN(C(=S)NCC(=O)O)C2CCCC2)cc(OC)c1OC	-2	-0.4	-4	20	-2	0.0	-2	-19	-30
Cc1ccc(S(=O)(=O)Nc2cccc(C(=O)NCC(c3ccco3)N3CCCC3)c2)cc1F (stereo not drawn)	-7	-0.8	-1	-7	-9	-1.3	0	-10	-1
COc1ccc2[nH]c(C)c(CCNC(=S)Nc3cc(C)ccc3C)c2c1	1	-0.8	-2	4	-11	-0.8	0	11	-31
CN(C)c1ccc(NS(=O)(=O)c2cc3c4c(c2)CC(=O)N4CCC3)cc1	-7	-0.6	-5	2	-4	0.0	-3	27	3
CC(Sc1ccccc1F)C(=O)Nc1cccc(S(=O)(=O)N2CCOCC2)c1 (stereo not drawn)	-4	0.5	0	-2	6	0.0	0	-8	17
Cc1cc(NC(=O)COC(=O)c2n[nH]c3ccccc23)no1	-4	-1.1	-9	-1	-6	-1.0	-2	6	-3
COc1ccc(/C(N)=N/OC(=O)CC2CCCCC2)cc1OC	-3	-0.2	6	0	-7	-0.6	0	-2	0
Cc1ccc(CN(C)Cc2cc(=O)oc3cc(C)c(Cl)cc23)cc1	-4	-0.4	22	-3	-3	0.8	-4	-3	-2
CCCCNC(=O)C1(C)CCN1C(=O)c1ccccc1Br (stereo not drawn)	-1	0.0	-8	-8	-22	-1.3	1	1	-8
c1ccc(CSc2snnc2-c2ccccc2)cc1	-5	-0.4	22	-3	-3	1.3	5	5	0
CCn1c(SCC(=O)NCc2cccs2)nnc1-c1cccs1	2	0.0	-2	1	11	0.8	3	-9	-2
COCc1c(C(=O)OC)nnn1-c1ccc(C(F)(F)F)cc1[N+](=O)[O-]	-1	-0.7	-3	4	1	0.5	4	8	-3
CCOC(=O)C1=C(O)/C(=C/c2ccc(-c3ccccc3C(=O)O)o2)SC1=Nc1ccc(C)cc1	-13	-1.3	4	-207	-98	0.3	-103	-24	-110
COc1ccc(NC(=O)c2cccc(NC(=O)c3ccccc3)c2)c(OC)c1	-4	-0.8	6	10	8	2.1	-1	0	11
C=CCc1cccc2cc(C(=O)N3CCN(C(=O)OCC)CC3)c(=O)oc12	-4	0.1	-1	4	4	1.1	8	-3	-4
O=C(NCc1ccco1)c1ccc2snnc2c1	-3	-1.1	-3	-1	2	-0.7	-9	-13	6
Cc1ccc(C(=O)O)cc1NC(=O)Nc1ccc2c(c1)OCO2	-1	-0.7	-5	8	5	0.0	1	6	9
CN1CCN(c2ccc(NC(=S)NC(=O)/C=C/c3ccco3)cc2)CC1	-4	-0.2	-3	4	-2	3.5	-7	6	28
Cc1ccccc1OCCC(=O)OCC(=O)N1c2ccccc2NC(=O)C1(C)C	-1	-0.4	-6	2	1	-0.1	-5	-11	9
CCOc1ccc(-n2c(SCC(=O)Nc3ccc(C(=O)O)cc3)nc3ccccc3c2=O)cc1	-4	-0.6	-4	-20	-2	1.4	1	3	-4
COc1cc(-c2nnc(NC(=O)CS(=O)(=O)c3ccc(F)cc3)o2)cc(OC)c1OC	2	0.0	-2	0	-5	0.2	2	8	1
C(=C\c1ccccc1)/C=N/Nc1nc2ccccc2s1	-1	-1.0	17	15	-10	4.2	1	15	-1
COc1cccc(C2CC(=O)NC3=C2C(=O)CCC3)c1 (stereo not drawn)	-3	-0.5	-6	-10	0	-0.5	-6	12	6
CCNC(=O)c1c(O)c2ccccc2[nH]c1=O	-4	-0.9	-2	1	-8	1.0	7	7	-5
COc1ccc(NC(=O)N2CCCC2C(=O)Nc2ccc(C)cc2)cc1 (stereo not drawn)	-1	-0.5	-6	18	-3	1.2	-7	-20	4
CCC(=O)N1CCCc2cc(S(=O)(=O)N3CCN(C4CCCCC4)CC3)ccc21	2	0.2	-3	-15	1	-0.7	-1	0	-1
Cc1cccc(NC(=O)c2ncn3c2C(=O)N(C)CC3)c1	-2	-1.4	-3	2	4	0.6	1	13	-4
Cc1ccc(-n2c(O)c(/C=C3/C(c4ccccc4)=Nc4ccccc43)c(=O)[nH]c2=O)cc1	-6	-0.9	-8	-34	-40	0.5	-8	27	-39
CC(C)c1ccc(C(=O)OCC(=O)NC2CCCC2)cc1	-6	-1.1	2	-5	-6	0.1	1	-1	0
CCOC(CNC(=O)c1ccc(CNC(=O)c2ccc(OC)c(OC)c2)cc1)OCC	-2	-1.0	-2	-2	6	-0.3	4	-7	5
O=C(Nc1ccc2c(c1)ncn2-c1ccccc1)c1ccco1	-11	-1.0	-2	8	-7	-0.4	-2	5	8
O=C(OCc1ccccc1Cl)c1ccccc1C(=O)c1ccccc1	1	1.0	29	16	1	-1.4	-3	8	9
CC(C)n1nc(CC(=O)O)c2ccccc2c1=O	-8	-1.1	-2	2	2	0.0	-1	-6	-6
CCCC(=O)Nc1ccc(Cl)c(-c2nc3ncccc3o2)c1	-2	0.9	-3	9	6	1.0	0	0	0
COc1cc2ccnc(C=O)c2cc1OC	-2	-0.2	-5	-9	0	nt	-1	11	-24
CCCCN1Cc2c(nc3cc(-c4ccccc4)[nH]n3c2=O)C1=O	-5	-0.6	-6	-7	12	-0.5	1	-9	8
COc1ccc(NC(=O)CSc2nnc(Cc3ccccc3)c(=O)n2N)cc1OC	-2	-0.2	-5	10	-4	-1.0	2	-9	11
